ASM inhibitor = Inhibitors of Secretory Acid Sphingomyelinase (S-ASM): qHTS; placental ASM, HMU-PC fluorogenic substrate, 60 min; Potency, µM (doses to about 57.5 µM), without a hit: top-dose activity change, negative = inhibition, hits mostly inhibitors; actives 0.006% (n = 340,000); also: potency is read from the fitted curve at half-maximal effect
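Human placenta-derived ASM enzyme was preincubated with compound for 10 minutes at room temperature, then given fluorogenic substrate HMU-PC0 (9 uM final) for 60 minutes at 37 °C; a pH 10 stop preceded fluorescence reading at Ex 386/Em 447 nm.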
TCR activator = Activators of T cell receptors: qHTS campaign; primary human leukocytes, anti-CD3, IL-2 HTRF, 48 h; Potency, µM (titrated, usually from 9.22 µM), for the others: at the top dose activation of IL-2 secretion, actives largely listed as activators; 330,000 tested, under 10 active; also: % of control where 0% means no effect
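Using a-CD3 beads without co-stimulation, primary human leukocytes were exposed to compounds for 48 hr. An HTRF IL-2 kit measured the cytokine, with europium-to-d2 energy transfer producing emission at 665nm upon 320nm excitation.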
Mito fusion yeast = qHTS Assay for Small Molecule Inhibitors of Mitochondrial Division or Activators of Mitochondrial Fusion; S. cerevisiae fusion-defective mutant growth rescue, CellTiterGlo 48 h; Potency, µM (series often up to 46.1 µM), inactives show at the highest dose growth rescue (activation), usual class: activators; actives 0.23% (n = 320,000); AID 485298, 2010;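 also: potency is read from the fitted curve at half-maximal effect; % of control where 0% means no effect; nearly all actives have a fitted effect of over 45% in size; temperature-sensitive fusion mutants such as fzo1-1 at 37 °C on non-fermentable ethanol glycerol medium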
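Read-out: ATP-based luminescence (CellTiterGlo, 10 min ambient) reporting growth of fusion-defective ts yeast after 48 hours at 37C on glycerol/ethanol YPEG medium in the presence of compound.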
AT treatment = qHTS Assay for Identifying a Potential Treatment of Ataxia-Telangiectasia; […] A-T fibroblasts, KAP-1 phosphorylation AlphaLISA; neocarzinostatin DNA damage 30 min before lysis; Potency, µM (titrated, usually from 57.5 µM), for the others: at the highest dose activation, most hits filed as activators; actives 0.19% (n = 320,000); AID 485349, 2010; also: potency is read from the fitted curve at half-maximal effect; % of control where 0% means no effect; nearly all actives have a fitted effect of over 45% in size
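ATM-like activity read as KAP-1 phosphorylation via AlphaLISA donor/acceptor antibody pairs after lysis and 6 hr at 25C. Cells were ATM-null patient fibroblasts ([…], hTERT), dosed 60 min, then exposed to the DSB inducer NCS for 30 min.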
MLL CXXC-DNA inh = qHTS Fluorescence Polarization Assay for Inhibitors of MLL CXXC domain - DNA interaction. Histone-lysine N-methyltransferase 2A (Homo sapiens), Q03164. MLL-CXXC / FITC-HOXA9 DNA fluorescence polarization. Potency, µM (top dose mostly 115 µM), inactives show at the top dose activity change, negative = inhibition, actives largely listed as inhibitors. actives 0.037% (n = 290,000); active = well fitted inhibition curve with a large enough effect in the polarisation, with a control signal flat, not every such curve was filed as active; inconclusive = small, poorly fitted or top-dose-only effect, or effect the other way, or a change in a side signal; inactive = no such curve, though single readings can be large or run the other way; the % refers to the polarisation; also: potency is read from the fitted curve at half-maximal effect
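Purified MLL-CXXC (added from a 7 uM solution) was preincubated 5 min at ambient with pinned compounds in 50 mM Tris-HCl pH 7.5, 50 mM NaCl, 1 mM DTT, 0.05% BSA. Fluorescein-labeled HOX-A9 DNA (50 nM solution) followed, 30 min, then polarization read.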
Menin MLL FP TR = qHTS Assay for Inhibitors Targeting the Menin-MLL Interaction in MLL Related Leukemias: Competition With Texas Red Labeled MLL-derived Mutant Peptide. Menin + Texas Red MLL mutant peptide, fluorescence polarization. Potency, µM (top dose mostly 61.6 µM), for the others: top-dose FP activity change, negative = inhibition, hits mostly inhibitors. actives 0.23% (n = 270,000); active = well fitted inhibition curve with a large enough effect in the polarisation, with a control signal flat, not every such curve was filed as active; inconclusive = small, poorly fitted or top-dose-only effect, or effect the other way, or a change in a side signal; inactive = no such curve, though single readings can be large or run the other way; the % refers to the polarisation; also: potency is read from the fitted curve at half-maximal effect; % of control where 0% means no effect; many of its hits are not listed in these tables
TSHR antag = Antagonists of the Thyroid Stimulating Hormone Receptor: HTS campaign | TSHR-expressing cells, TSH-stimulated cAMP HTRF, 2 h; hits give low values | activity change, negative = inhibition, % at 11.5 µM | actives 0.2% (n = 330,000) | AID 504810, 2011;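 active = activity change below a set negative limit, meaning inhibition stronger than a set level, cut at about -70% in these data; inconclusive = activity change between two set negative limits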; also: % is scaled to controls: 0 for no effect and ±100 for the full control effect
Target sequence (P16473 whole entry, looked up): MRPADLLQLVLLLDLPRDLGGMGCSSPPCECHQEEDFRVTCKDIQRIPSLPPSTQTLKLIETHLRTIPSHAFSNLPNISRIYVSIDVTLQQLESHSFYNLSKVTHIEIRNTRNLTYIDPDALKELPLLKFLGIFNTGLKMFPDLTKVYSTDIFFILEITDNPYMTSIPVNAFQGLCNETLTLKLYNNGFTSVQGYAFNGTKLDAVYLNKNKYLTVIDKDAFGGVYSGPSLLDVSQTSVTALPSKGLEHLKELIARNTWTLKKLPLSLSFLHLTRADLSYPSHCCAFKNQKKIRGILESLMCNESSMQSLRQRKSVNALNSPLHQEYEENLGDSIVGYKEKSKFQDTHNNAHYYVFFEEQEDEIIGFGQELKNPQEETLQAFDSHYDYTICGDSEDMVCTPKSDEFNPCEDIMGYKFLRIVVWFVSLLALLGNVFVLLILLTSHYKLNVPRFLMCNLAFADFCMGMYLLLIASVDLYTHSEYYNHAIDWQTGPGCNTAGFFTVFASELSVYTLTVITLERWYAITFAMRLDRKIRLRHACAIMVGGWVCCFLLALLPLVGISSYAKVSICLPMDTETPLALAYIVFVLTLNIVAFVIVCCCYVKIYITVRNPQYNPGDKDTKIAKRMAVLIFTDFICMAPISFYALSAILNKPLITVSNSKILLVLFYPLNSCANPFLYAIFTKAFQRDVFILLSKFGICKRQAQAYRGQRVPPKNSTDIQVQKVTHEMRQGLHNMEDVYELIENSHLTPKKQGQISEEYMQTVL
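Cell-based HTRF cAMP assay; TSHR cells + compound, TSH EC80 (4nM final), 2 h, 37 deg C. Lysis with anti-cAMP cryptate and cAMP-d2, 30 min RT, read 665/620 nm.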
MBNL1 CUG block = qHTS Assay for Inhibitors of MBNL1-poly(CUG) RNA binding; Potency, µM (highest dose often 57.5 µM), for the others: top-dose activity change, negative = inhibition, actives largely listed as inhibitors; Muscleblind-like protein 1 (Homo sapiens), Q9NR56; AID 2675, 2010; TR-FRET MBNL1-His/biotin-(CUG)12 binding, 665/545 ratio; actives 0.036% (n = 280,000); active = well fitted inhibition curve with a large enough effect in the signal ratio, with a control signal flat, not every such curve was filed as active; inconclusive = small, poorly fitted or top-dose-only effect, or effect the other way, or a change in a side signal; inactive = no such curve, though single readings can be large or run the other way; the % refers to the signal ratio; also: potency is read from the fitted curve at half-maximal effect; % is scaled to controls: 0 for no effect and ±100 for the full control effect
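Compound titration spanned 92 nM–58 uM against the MBNL1-His/biotin-(CUG)12 complex. After 60 min at room temperature with 5 nM streptavidin-XL665 and 0.055 ng/ul terbium anti-His, ratiometric 665/545 nm emission (Ex 340 nm) normalized to controls.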
a7 integrin act = qHTS for Activators of Integrin-Mediated Alleviation for Muscular Dystrophy. alpha7betagal myoblasts, beta-gal FDG fluorescence, 48 h. Potency, µM (doses to about 38.3 µM), for inactives: at the top dose activation, most hits filed as activators. actives 0.064% (n = 350,000);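 also: potency is read from the fitted curve at half-maximal effect; 100% = response of the positive control SU9516; nearly all actives have a fitted effect of over 60% in size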
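alpha7betagal+/- myoblasts (passage 13, 250/well) treated 48 h at 37C with compounds at 1:260 dilution of DMSO stock. Lysed, then beta-galactosidase activity read as FDG fluorescence (ex 480/em 540) after 30 min, with pre-read for autofluorescence.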
PTAP TSG101 blk = qHTS Assay for Iinhibitors of HIV-1 Budding by Blocking the Interaction of PTAP/TSG101; Tumor susceptibility gene 101 protein (Homo sapiens), Q99816; Fluorescence polarization, FITC-PTAP peptide / Tsg101 binding; Potency, µM (titrated, usually from 115 µM), inactives show at the top dose activity change, negative = inhibition, usual class: inhibitors; 340,000 tested, under 10 active; active = well fitted inhibition curve with a large enough effect in the main read-out, with a control signal flat, not every such curve was filed as active; inconclusive = small, poorly fitted or top-dose-only effect, or effect the other way, or a change in a side signal; inactive = no such curve, though single readings can be large or run the other way; also: potency is read from the fitted curve at half-maximal effect; % of control where 0% means no effect
Target sequence (Q99816 whole entry, looked up): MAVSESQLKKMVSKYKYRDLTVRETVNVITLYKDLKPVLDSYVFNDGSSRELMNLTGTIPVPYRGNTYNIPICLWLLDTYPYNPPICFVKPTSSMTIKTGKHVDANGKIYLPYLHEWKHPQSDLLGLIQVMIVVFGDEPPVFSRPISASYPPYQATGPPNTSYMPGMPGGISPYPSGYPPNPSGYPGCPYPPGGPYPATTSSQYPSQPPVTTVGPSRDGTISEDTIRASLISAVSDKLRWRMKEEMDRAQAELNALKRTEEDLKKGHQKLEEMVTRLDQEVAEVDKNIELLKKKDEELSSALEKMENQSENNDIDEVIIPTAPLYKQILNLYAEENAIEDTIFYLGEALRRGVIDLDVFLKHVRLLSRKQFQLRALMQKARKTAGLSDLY
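Compounds were pin-transferred onto Tsg101 binding domain (10 uM final) in HEPES pH 7.5 buffer, then FITC-PTAP peptide was added at 50 nM final. After 20 min at RT, polarization reported peptide displacement across a qHTS concentration series.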
* marks the source's active call; other numbers are inactive results; [ ] = dose if it differs, or a comment. Unless noted, calls follow the shape of the dose curve; as a rule, active = well fitted curve in the direction sought with a large enough effect; inconclusive = small, poorly fitted or top-dose-only effect, or another doubt; inactive = no such curve, though single readings can be large; an effect the other way counts as inactive or inconclusive. Some of the compounds tested (hit frequency here may not be typical).

For C/C(=N/NC(=O)CC(=O)N/N=C(\C)c1ccc([N+](=O)[O-])cc1)c1ccc([N+](=O)[O-])cc1 the results were ASM inhibitor -2%, TCR activator 4%, Mito fusion yeast 1%, AT treatment -3%, MLL CXXC-DNA inh -8%, TSHR antag 3, MBNL1 CUG block inconclusive, a7 integrin act 23% and PTAP TSG101 blk -1%.
Screening CCOC(=O)C(C)Sc1nc(-c2ccccn2)ncc1OC (configuration not stated) returned ASM inhibitor -3%, TCR activator -8%, Mito fusion yeast -27%, AT treatment 0%, MLL CXXC-DNA inh -13%, Menin MLL FP TR -10%, TSHR antag 5, MBNL1 CUG block 10%, a7 integrin act -33%[inhibitor] and PTAP TSG101 blk 1%.
Screening CC1CCc2c(sc(Nc3nc4c(F)cccc4s3)c2C(N)=O)C1 (configuration not stated) returned ASM inhibitor 230%[activator], TCR activator -3%[46.1 µM], Mito fusion yeast inconclusive, AT treatment 6%, MLL CXXC-DNA inh 22%, Menin MLL FP TR inconclusive, TSHR antag 20, MBNL1 CUG block 4%, a7 integrin act 15% and PTAP TSG101 blk -8%.
For Cc1nc(C(=O)N2CCOCC2)sc1C1(C)CC(c2ccccc2)=NO1 (configuration not stated) the results were ASM inhibitor -1%, TCR activator -3%, Mito fusion yeast 5%, AT treatment -9%, MLL CXXC-DNA inh -26%, TSHR antag 8, MBNL1 CUG block -16%, a7 integrin act 6% and PTAP TSG101 blk -5%.
For O=C(Nc1cccs1)N1CCN(c2ncccn2)CC1 the results were ASM inhibitor 0%, TCR activator -5%, Mito fusion yeast -5%, AT treatment 0%, MLL CXXC-DNA inh 3%, Menin MLL FP TR 13%, TSHR antag -1, MBNL1 CUG block 0%, a7 integrin act 5% and PTAP TSG101 blk -1%.
For Cn1c(N)c(C(=O)COC(=O)C2(c3cccc(F)c3)CCCC2)c(=O)n(C)c1=O the results were ASM inhibitor -8%, TCR activator -1%, Mito fusion yeast 13%, AT treatment 10%, MLL CXXC-DNA inh 6%, Menin MLL FP TR 11%, MBNL1 CUG block -3%, a7 integrin act 4% and PTAP TSG101 blk -1%.
Screening CCN(CC)c1ccc(/C=N\N2CCN(Cc3ccc(C)cc3)CC2)cc1 returned ASM inhibitor 1%, TCR activator 6%, Mito fusion yeast 7%, AT treatment -5%, MLL CXXC-DNA inh -6%, Menin MLL FP TR -3%, TSHR antag -19, MBNL1 CUG block -2%, a7 integrin act -20% and PTAP TSG101 blk 8%.
Screening CN(C(=O)Cc1c(C(=O)O)n(C)c2ccccc12)c1cccc(C(F)(F)F)c1 returned ASM inhibitor 5%, TCR activator -2%, Mito fusion yeast 0%, AT treatment -5%, MLL CXXC-DNA inh 2%, Menin MLL FP TR 19%, TSHR antag 0, MBNL1 CUG block -4%, a7 integrin act -19% and PTAP TSG101 blk 0%.
Screening O=[N+]([O-])c1ccc(S(=O)(=O)Nc2cccc(-c3ccc(N4CCOCC4)nn3)c2)cc1 returned ASM inhibitor -8%, TCR activator -12%, Mito fusion yeast -8%, AT treatment -9%, TSHR antag -2, a7 integrin act 20% and PTAP TSG101 blk -2%.
Screening CCOC(=O)C1CCCN(C(=O)CNC(=O)c2nn(-c3ccc(OC)c(Cl)c3)c(=O)c3ccccc23)C1 (configuration not stated) returned ASM inhibitor 9%, TCR activator 4%, Mito fusion yeast 16%, AT treatment -9%, MLL CXXC-DNA inh 12%, Menin MLL FP TR -3%, TSHR antag -9, MBNL1 CUG block 20%, a7 integrin act 2% and PTAP TSG101 blk -7%.
`O=C(O)c1ccccc1C(=O)Nc1nc(-c2ccc3ccccc3c2)cs1` gave ASM inhibitor -7%, TCR activator -10%, Mito fusion yeast 2%, AT treatment 0%, MLL CXXC-DNA inh 9%, TSHR antag 0, MBNL1 CUG block 9%, a7 integrin act -36% and PTAP TSG101 blk -2%.
`CCCC(=O)Nc1nc2c(s1)COc1ccccc1-2` gave ASM inhibitor -4%, TCR activator -1%, Mito fusion yeast -3%, AT treatment 25%, Menin MLL FP TR 14%, TSHR antag 21, MBNL1 CUG block 19%, a7 integrin act -6% and PTAP TSG101 blk -3%.
`O=C(COc1ccc(S(=O)(=O)N2CCOCC2)cc1)Nc1ccccc1C(F)(F)F` gave ASM inhibitor -1%, TCR activator 2%, Mito fusion yeast -1%, MLL CXXC-DNA inh 3%, Menin MLL FP TR 7%, TSHR antag -9, MBNL1 CUG block 6%, a7 integrin act -29% and PTAP TSG101 blk -3%.
Screening COC(=O)c1c(-c2c(Cl)cccc2Cl)noc1C(=O)NN returned ASM inhibitor 0%, TCR activator 0%, Mito fusion yeast 2%, AT treatment -2%, MLL CXXC-DNA inh -3%, TSHR antag 17, MBNL1 CUG block -6%, a7 integrin act 8% and PTAP TSG101 blk -1%.
Screening CS(=O)(=O)Nc1ccc(C(=O)N2CC(=O)Nc3ccccc32)cc1 returned ASM inhibitor 2%, TCR activator -28%, Mito fusion yeast 4%, AT treatment 0%, MLL CXXC-DNA inh 9%, Menin MLL FP TR 0%, TSHR antag -2, MBNL1 CUG block -5%, a7 integrin act 11% and PTAP TSG101 blk -1%.
Cc1ccc2oc(C(=O)N3CCN(Cc4nccn4C)CC3)c(C)c2c1 was read as ASM inhibitor -3%, TCR activator 5%, Mito fusion yeast inconclusive, AT treatment -10%, MLL CXXC-DNA inh 4%, TSHR antag 3, MBNL1 CUG block -4%, a7 integrin act inconclusive and PTAP TSG101 blk -5%.
Screening Cc1cc(C)c(S(=O)(=O)N/N=C/c2ccc3c(c2)OCO3)c(C)c1 returned ASM inhibitor -10%, TCR activator 0%, Mito fusion yeast 0%, AT treatment 1%, MLL CXXC-DNA inh 53%[activator], Menin MLL FP TR 12%, TSHR antag 5, MBNL1 CUG block -29%, a7 integrin act -18% and PTAP TSG101 blk -2%.
COC(=O)Nc1sc2c(c1C(=O)NC1CC1)CCCCCC2 was read as ASM inhibitor 3%, TCR activator 3%, Mito fusion yeast 6%, AT treatment 0%, MLL CXXC-DNA inh -3%, Menin MLL FP TR -3%, TSHR antag 4, MBNL1 CUG block 2%, a7 integrin act 5% and PTAP TSG101 blk -7%.
COc1cc(NC(=O)CCN2CCN(C/C=C/c3ccccc3)CC2)cc(OC)c1 was read as ASM inhibitor 3%, TCR activator 5%, Mito fusion yeast -13%, AT treatment 4%, MLL CXXC-DNA inh -6%, Menin MLL FP TR inconclusive, TSHR antag 2, MBNL1 CUG block -1%, a7 integrin act -5% and PTAP TSG101 blk -1%.
`COC(=O)COc1ccc2occ(C(C)=O)c2c1` gave ASM inhibitor 1%, TCR activator -3%, Mito fusion yeast inconclusive, AT treatment 12%, MLL CXXC-DNA inh -6%, Menin MLL FP TR 0%, TSHR antag 11, MBNL1 CUG block -2%, a7 integrin act -30% and PTAP TSG101 blk -8%.
`C[C@H]1CN([C@@H](C)CO)C(=O)Cc2cc(NC(=O)Cc3cn(C)c4ccccc34)ccc2O[C@@H]1CN(C)S(=O)(=O)c1cn(C)cn1` gave ASM inhibitor 0%, TCR activator -1%, AT treatment 0%, TSHR antag 1, a7 integrin act 2% and PTAP TSG101 blk -9%.
Cn1cc(CN2CCN(CCO)CC2)c(-c2ccc(Oc3ccccc3)cc2)n1 was read as ASM inhibitor -1%, TCR activator 2%, Mito fusion yeast -14%, AT treatment 1%, MLL CXXC-DNA inh -2%, Menin MLL FP TR -10%, TSHR antag -27, MBNL1 CUG block 2%, a7 integrin act -13% and PTAP TSG101 blk 1%.
`Cc1cccc(-n2ncc3c2CCCC3NC(=O)Cn2cccn2)c1C` (configuration not stated) gave ASM inhibitor 3%, TCR activator -10%, Mito fusion yeast 1%, AT treatment 26%, MLL CXXC-DNA inh 6%, TSHR antag 18, MBNL1 CUG block -6% and a7 integrin act 12%.
Cc1ccccc1Nc1nnc(C)c(=O)[nH]1 was read as ASM inhibitor 4%, TCR activator 1%, Mito fusion yeast 3%, AT treatment -1%, MLL CXXC-DNA inh -3%, Menin MLL FP TR 22%, TSHR antag -2, MBNL1 CUG block -5%, a7 integrin act -13% and PTAP TSG101 blk -2%.

Screening data: PubChem, National Center for Advancing Translational Sciences (NCATS)
